ERK EGF block: EGF-driven ERK pathway inhibition | Potency, µM (top dose mostly 11.5 µM), without a hit: top-dose activity change, negative = inhibition, hits mostly inhibitors | HEK293-V1b, EGF-stimulated phospho-ERK AlphaScreen | 130,000 compounds, 0.41% hits; active means well fitted inhibition curve with a large enough effect; inconclusive means small, poorly fitted or top-dose-only effect, or effect the other way;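 further: plate controls were stimulated vehicle wells for no effect and unstimulated vehicle basal for full effect; nearly all actives have a fitted effect of over 55% in size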
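Compounds are titrated over HEK293-V1b cells kept overnight in 1% FBS. After 30 min at 37C, EGF (25 nM final) triggers ERK phosphorylation for 5 min, measured by AlphaScreen in lysates.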
Numbers without * were called inactive; ? = inconclusive; & = joins results of further samples; [ ] = dose if it differs, or a comment. Potency means the concentration at half of the fitted maximal effect. An excerpt. The share of hits here may be higher or lower than overall.

mol	ERK EGF block
NCCCNCCCCNCCCN	16%&-1%
COc1ccc(NC(=O)c2cccc(C#N)c2)cc1NS(=O)(=O)c1ccc(F)cc1	2%
Cc1cc(C)n2nc(N)c(N=Nc3ccccc3)c2n1	?
CCOc1ccc(Cl)cc1CSc1n[nH]c(C)n1	-4%
CCOC(=O)NC[C@H](Cc1ccc(OCCc2nc(-c3ccccc3)oc2C)cc1)N/C(C)=C\C(=O)c1ccc(C(F)(F)F)cc1	8%
Cc1onc(-c2ccccc2)c1C(=O)N/N=C/c1cccs1	?
O=C1NCCN1CCN1C(=O)c2ccccc2NC1c1ccccc1 (stereo unspecified)	-1%[57.5 µM]
Cc1oc(S(=O)(=O)N2CCCCC2)cc1NC(=O)Nc1ccc(Cl)cc1	-1%[57.5 µM]
CC12CCC(C(=O)N(CSC(=S)N/N=C\c3ccccc3)C1=O)C2(C)C (stereo unspecified)	2%
Cc1nccc2oc(=O)c(NC(=O)c3ccc(Cl)cc3)cc12	-7%
O=C(Cn1nnc2c(cnn2-c2ccc(F)cc2)c1=O)Nc1ccccc1C(F)(F)F	-5%
O=C(COC(=O)/C=C/c1cccc([N+](=O)[O-])c1)NCc1ccc2c(c1)OCO2	0%

mol	ERK EGF block
Cc1cnnn1-c1ccc([N+](=O)[O-])cc1	-8%
O=C(Cn1ncc2c(=O)oc3ccccc3c21)NCC1CCCO1 (stereo unspecified)	4%
COc1ccc(NC(=S)NN(C)C(=S)Nc2ccc(OC)cc2)cc1	-6%
CCNC(=O)COc1ccc(/C=N/NC(=O)c2cccnc2)cc1OC	-13%
CNC(=O)NC(=O)COC(=O)CCc1nc(=O)c2ccccc2n1C	7%
O=c1c2nnn(-c3ccc(Br)cc3)c2ncn1Cc1ccccn1	3%
O=C(c1cc(Cl)nc2ccccc12)N1CCc2ccccc2C1	-5%
O=C(O)CSc1nnc(-c2cccc(S(=O)(=O)N3CCCCC3)c2)o1	4%
CCN1C(=O)CC(N2CCC(C(=O)N3CCCCCC3)CC2)C1=O (stereo unspecified)	-12%
COc1cc(O)c2c(c1)COC2=O	-20%
CCOc1ccccc1NC(=O)COC(=O)CC(NC(N)=O)c1ccc(Cl)cc1 (stereo unspecified)	5%
CCCCC/C=C\C[C@@H]1O[C@H]1/C=C/C(O)C/C=C\CCCC(=O)O (stereo partly specified)	7%

mol	ERK EGF block
Cc1cccc(OCC(=O)NCc2cc(C)nc3ccccc23)c1	-7%
O=C(NCc1ccccc1)c1nc2ccccc2s1	0%
CN(C)C(=O)c1ccc(OCC(F)(F)F)nc1	1%[57.5 µM]
Cn1c(=O)[nH]c(Nc2ccccc2)c([N+](=O)[O-])c1=O	-4%
O=C(CSc1nc2ccccc2n1Cc1ccccc1)N/N=C/c1ccccc1C(=O)O	5%[57.5 µM]
Cc1cccc(-n2nc(C)c3c(C(=O)O)cc(-c4cccs4)nc32)c1	0%
C[C@@H](C(=O)NCc1cccc2ccccc12)[C@H]1C[C@]1(C)[C@H](NC(=O)OCc1ccccc1)c1ccccc1	2%
O=C(COc1ccc([N+](=O)[O-])cc1)NC(C(=O)O)C(O)c1cccc([N+](=O)[O-])c1 (stereo unspecified)	4%
CN(C)/N=C/c1ccc(Sc2ccc([N+](=O)[O-])cc2[N+](=O)[O-])o1	?
COCCCNC(=O)CC(NCCCOC)C(=O)O (stereo unspecified)	-4%
COc1cccc(Cn2c(=O)c(C)nc3cnc(OCc4ccccc4)nc32)c1	0%
CC(C)c1cccc(C(C)C)c1NC(=O)COc1nncc2ccccc12	-7%

Part of the list above in order of molecular weight, ascending:
mol	ERK EGF block
COc1cc(O)c2c(c1)COC2=O	-20%
NCCCNCCCCNCCCN	16%&-1%
CCOc1ccc(Cl)cc1CSc1n[nH]c(C)n1	-4%
Cc1onc(-c2ccccc2)c1C(=O)N/N=C/c1cccs1	?
CN(C)/N=C/c1ccc(Sc2ccc([N+](=O)[O-])cc2[N+](=O)[O-])o1	?
COc1cccc(Cn2c(=O)c(C)nc3cnc(OCc4ccccc4)nc32)c1	0%
CCOc1ccccc1NC(=O)COC(=O)CC(NC(N)=O)c1ccc(Cl)cc1 (stereo unspecified)	5%

(continued)
mol	ERK EGF block
COc1ccc(CN(Cc2ccc(C(=O)O)cc2)C(=S)Nc2ccc(C)cc2)cc1OC	-4%
O=C(Cc1ccc(-n2c(=O)c3ccccc3n(Cc3ccc(F)cc3)c2=O)cc1)NCC1CCCO1 (stereo unspecified)	-1%
COCCN(C(=O)CSc1nncn1-c1ccccc1)c1c(N)n(Cc2ccccc2)c(=O)[nH]c1=O	9%
CCCN(CCC)C(=O)NC1CC(=O)N(c2ccc(OC)cc2)C1 (stereo unspecified)	-1%
O=C(NC1CCCC1)C(c1ccc(F)cc1)N(Cc1ccc(Cl)cc1)C(=O)CCl (stereo unspecified)	2%
CCCCC(=O)OC1CCC2C3CCc4cc(O)ccc4C3CC[C@]12C (stereo partly specified)	3%
Cc1ccc(NC(=O)C(=O)NCc2ccc(/C=N/NC(=O)c3c(C)nc4ccccn34)o2)cc1	2%
CCCCNC(=O)Cc1ccc(C)cc1	-1%
Cc1nc(N2CCOCC2)c2nc(-c3ccccc3)n(CCN3CCOCC3)c2n1	-2%
COCCNC(=O)CSc1nc2cc3c(cc2c(=O)n1CCCC(=O)NCCc1ccc(OC)c(OC)c1)OCO3	-12%
c1ccc(-c2cccc(N3CC[C@@]4(CCCNC4)C3)c2)cc1	?
O=C(COC(=O)c1cccc(S(=O)(=O)N2CCCC2)c1)Nc1ccccc1	5%

mol	ERK EGF block
Cc1ccc(Nc2n[nH]c(C)c2[N+](=O)[O-])cc1C	3%
Cc1ccc(-c2cccc(C(=O)NCCc3ccccc3)n2)c2ccccc12	-1%
CC1(C)CN2C(=O)c3ccccc3C2(C)S1 (stereo unspecified)	1%
C=CCNc1nc(=S)[nH]c2cc(OC)c(OC)cc12	5%
CCN(CC1COc2ccccc2O1)C(=S)Nc1ccc(F)cc1 (stereo unspecified)	0%
CCC(=O)/C=C1\Sc2ccc(OC)cc2N1CCO	-3%
CC(Cc1cccs1)NC(=S)Nc1ccc(Cl)cc1 (stereo unspecified)	1%
COc1ccc(-c2cc(C(F)(F)F)nc(-n3ccnc3C)n2)cc1	0%
Cc1ccc(C2NC(=O)c3sc(=S)n(-c4ccccc4)c3N2)cc1 (stereo unspecified)	5%
O=C(N/N=C/c1ccc([N+](=O)[O-])cc1)c1cc2ccccc2o1	11%[57.5 µM]
COc1cc(S(=O)(=O)NC2CCCCC2C)ccc1-n1cnnn1 (stereo unspecified)	0%
O=c1[nH]ccc2c([N+](=O)[O-])cccc12	-5%

mol	ERK EGF block
Cc1cc(C(=O)N/N=C2\CC(=O)CC(C)(C)C2)c(C)n1-c1ccc(F)cc1	-1%
CCCCC(=O)NC(c1ccc([N+](=O)[O-])cc1)c1c(O)ccc2ccccc12 (stereo unspecified)	9%
O=c1c2ccccc2c(=O)n(Cc2ccccc2)n1Cc1ccccc1	-1%
O=C(Oc1ccccc1C(=O)N1CCOCC1)c1ccc(F)cc1	13%[57.5 µM]
COc1ccc(/C=C/C(=O)C2(O)CCCCC2)cc1	19%[57.5 µM]
COc1cccc(C(=O)NN2CC(O)=C(c3nc4ccccc4n3C)C2=N)c1	-4%
CCOC(=O)c1cnn2c(N)c(C#N)cnc12	12%
COc1cc2c(cc1NC(=O)CN(C)Cc1cccc(OC)c1OC)oc1ccccc12	0%
COc1ccc(NS(=O)(=O)c2ccc(Oc3c(C#N)cccc3C#N)cc2)cc1	-7%[57.5 µM]
O=C(O)c1ccc(-n2cccc2/C=N\NC(=O)c2cc3cc(Br)ccc3o2)cc1	4%[57.5 µM]
N#C/C(=C\c1cc2ccccc2nc1N1CCCCC1)C(N)=O	-2%
CN(Cc1cnccn1)C(=O)CC1C(=O)NCCN1Cc1c(F)cccc1Cl (stereo unspecified)	-8%[57.5 µM]

mol	ERK EGF block
COC(=O)c1ccccc1NS(=O)(=O)c1ccc(NC(C)=O)cc1	7%
CCN(CC)S(=O)(=O)c1cc(NS(=O)(=O)c2cccc(C(=O)O)c2)ccc1C	-2%
Cc1ccc(-n2c(O)c(C=Nc3ccccc3-c3n[nH]c(=S)[nH]c3=O)c3ccccc3c2=O)cc1C	14%
CCOC(=O)COc1ccccc1/C=C\[N+](=O)[O-]	?
COc1ccc(-c2[nH]ncc2CN2CCCN(c3ccccc3)CC2)c(F)c1	-1%
COc1ccc(/C=N/Nc2nnc(C)n2N)cc1OC	-11%
CCOC(=O)C1CCN(c2c(C(=O)c3ccccc3)cnc3ccc(Cl)cc23)CC1	25%
O=C(O)c1cccc(NC2=C(N3CCOCC3)C(=O)c3ccccc3C2=O)c1	6%[57.5 µM]
O=C(O)c1cc(O)ccc1N=Nc1ccccc1	-4%[57.5 µM]
O=[N+]([O-])c1cccc(NC(=S)NCc2ccncc2)c1	-6%
CCOc1ccccc1N1CC(C(=O)Nc2c(C)n(C)n(-c3ccccc3)c2=O)CC1=O (stereo unspecified)	-8%
N=C1/C(=C\c2ccc(SCc3ccccc3)o2)C(=O)N=C2SC=NN12	-7%

mol	ERK EGF block
OCCNCCCOc1cc(Cl)ccc1Cl	-1%
O=C(N/N=C/c1ccc(Br)s1)c1cccs1	-3%[57.5 µM]
C=CCN=C(C)C1=C(O)C(C)OC1=O (stereo unspecified)	-13%
CCOCCCNC(=S)NC1CC2CCC(C1)N2Cc1ccccc1 (stereo unspecified)	4%
Nc1cc(C(=O)O)ccc1N1CCCCC1	4%
COC(=O)C1=COC(O[C@H]2OC(CO)[C@H](O)C(O)C2O)[C@H]2C1C(=O)C[C@@H]2C (stereo partly specified)	-7%
Cc1ccc(OCc2n[nH]c(=S)n2-c2ccccc2)cc1	-2%
O=C(N/N=C/c1cccnc1)c1ccc(CN2c3cccc4cccc(c34)S2(=O)=O)cc1	-2%
O=C1CN(C(=O)c2cccc(S(=O)(=O)N3CCCC3)c2)c2ccccc2N1	4%[57.5 µM]
N#CCC(=O)N/N=C/c1ccc(OCc2ccccc2)cc1	-6%
O=C(Cn1c(=O)n(-c2ccccc2)c(=O)c2sccc21)NCc1ccccc1	0%
COc1ccc(C(=O)NNC(=O)CCCCC(=O)NNC(=O)c2ccc(OC)cc2)cc1	-5%

Pulled one by one from above:
mol	ERK EGF block
O=C1CN(C(=O)c2cccc(S(=O)(=O)N3CCCC3)c2)c2ccccc2N1	4%[57.5 µM]
OCCNCCCOc1cc(Cl)ccc1Cl	-1%
CCOCCCNC(=S)NC1CC2CCC(C1)N2Cc1ccccc1 (stereo unspecified)	4%
COC(=O)C1=COC(O[C@H]2OC(CO)[C@H](O)C(O)C2O)[C@H]2C1C(=O)C[C@@H]2C (stereo partly specified)	-7%

Continued:
mol	ERK EGF block
N[C@H](Cc1cc(I)c(Oc2ccc(O)c(I)c2)c(I)c1)C(=O)O	1%[25.7 µM]
COc1cc(NC(=O)c2ccccc2)c(OC)cc1NC(=O)Cc1cccs1	-1%
COc1cccc(S(=O)(=O)NCC(=O)Nc2ccc(C(C)(C)C)cc2)c1	8%
O=C(CSc1ncn[nH]1)Nc1ccc(OCc2ccccc2)cc1	17%
OC(CCCN1CCCCC1)(c1ccccc1)c1ccccc1	?
O=C(O/N=C1\CCCc2ccccc21)c1cccs1	-9%
O=C(N/N=C/c1ccc([N+](=O)[O-])o1)C(O)c1ccccc1 (stereo unspecified)	1%[57.5 µM]
Cn1c2c(c(=O)n(C)c1=O)C(c1ccc(Cl)cc1)C(C#N)=C(N)O2 (stereo unspecified)	2%
CCCCCCCCC(=O)N/N=C(\C)c1cccnc1	9%
COC(=O)c1c(NC(C)=O)sc(C(=O)Nc2ccccc2F)c1C	-10%
COc1ccccc1NS(=O)(=O)c1cc(NC(=O)CNC(=O)c2cc(C)cc(C)c2)ccc1C	-5%
N[C@@H](CCC(=O)N[C@H](CSN=O)C(=O)NCC(=O)O)C(=O)O	5%

mol	ERK EGF block
COCCCNC(=O)CCc1nnc(Cc2ccc(-c3ccccc3)cc2)o1	-11%[57.5 µM]
C=CCNC(=S)Nc1cccc([N+](=O)[O-])c1	-1%[57.5 µM]
Cc1ccc(C(=O)Oc2cccc(-n3cnnn3)c2)cc1	7%
Nn1c(SCC(=O)NC2CCS(=O)(=O)C2)nnc1-c1cccs1 (stereo unspecified)	3%[57.5 µM]
Cc1[nH]n(C)c(=O)c1C(=O)c1c(-c2c(Cl)cccc2Cl)noc1C	-10%[57.5 µM]
O=C(Nc1ccccc1)c1ccccc1OCc1ccc(S(=O)(=O)N2CCOCC2)cc1	-3%[57.5 µM]
CC(C)CNC(=O)COC(=O)CCC(=O)c1cccs1	4%
COc1cc(O)sc1C=Nc1ccc(Cl)cc1Cl	-4%
CC(CNC(=O)CCc1nnc(CCC2CCCCC2)o1)c1ccccc1 (stereo unspecified)	-12%
CC(C)N1C(=O)/C(=C\c2nc3ccccc3c(=O)[nH]2)c2ccccc21	?
COc1ccc(-n2c(C)cc(C)c(C(C)=O)c2=S)cc1	-3%
COc1ccccc1N1CCN(C(=O)c2ccc(CSc3ccccc3)cc2)CC1	10%

Bioassay records (PubChem)
